FBW7 activator: activators of human E3 ligase FBW7 | Q969H0 | AlphaScreen FBW7–phospho-cyclin E peptide binding, activator screen | normalized activity (activation), % at 26.1 µM | actives 0.13% (n = 650,000); in the data active = normalized activity above about 1.9%;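 note: purified mutant Fbw7 with reduced substrate affinity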
GPR151 ag: activators of human GPR151 | AID 1508602 | activation, % at 11.2 µM | PathHunter beta-arrestin GPR151 cells, luminescence | actives 1% (n = 650,000); in the data active = activation above about 4.9%;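 note: 0% = median of compound wells and 100% = cells with positive control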
Target sequence (Q8TDV0 whole entry, looked up): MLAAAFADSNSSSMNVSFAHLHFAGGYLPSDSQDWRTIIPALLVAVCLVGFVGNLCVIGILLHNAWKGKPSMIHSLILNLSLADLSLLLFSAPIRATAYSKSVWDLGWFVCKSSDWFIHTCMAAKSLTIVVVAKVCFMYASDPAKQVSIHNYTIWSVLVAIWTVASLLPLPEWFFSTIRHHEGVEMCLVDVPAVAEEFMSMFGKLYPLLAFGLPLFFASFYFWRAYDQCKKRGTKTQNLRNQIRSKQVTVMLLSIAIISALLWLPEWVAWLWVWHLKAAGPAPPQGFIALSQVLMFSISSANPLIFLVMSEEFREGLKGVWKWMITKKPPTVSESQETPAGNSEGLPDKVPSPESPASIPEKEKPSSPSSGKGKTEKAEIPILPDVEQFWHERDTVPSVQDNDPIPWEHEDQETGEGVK
MITF primary: human MITF inhibition, primary screen; actives 0.91% (n = 650,000); AlphaScreen MITF homodimerization, bead proximity signal; inhibition, % at 2.6 µM; O75030; AID 1259374; in the data active = inhibition above about 50%;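 note: 0% = vehicle wells with protein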
Target sequence (O75030 whole entry, looked up): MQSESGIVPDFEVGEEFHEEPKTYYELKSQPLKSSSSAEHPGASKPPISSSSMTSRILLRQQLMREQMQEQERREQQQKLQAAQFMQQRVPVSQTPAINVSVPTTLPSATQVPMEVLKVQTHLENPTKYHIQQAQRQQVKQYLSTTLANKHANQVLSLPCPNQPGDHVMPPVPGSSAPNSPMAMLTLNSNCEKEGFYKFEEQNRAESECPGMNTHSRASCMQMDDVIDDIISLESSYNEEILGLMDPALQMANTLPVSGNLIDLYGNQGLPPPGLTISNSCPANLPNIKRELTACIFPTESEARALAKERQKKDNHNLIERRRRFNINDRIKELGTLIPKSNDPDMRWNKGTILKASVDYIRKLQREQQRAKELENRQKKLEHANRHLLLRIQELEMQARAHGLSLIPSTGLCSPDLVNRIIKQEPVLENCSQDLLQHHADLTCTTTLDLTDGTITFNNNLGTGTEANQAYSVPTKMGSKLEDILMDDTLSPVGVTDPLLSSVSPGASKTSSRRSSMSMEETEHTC
TEAD-YAP inh: TEAD-YAP interaction inhibition; HEK-TIYL cells, TEAD-Gal4/YAP UAS-luciferase luminescence; inhibition, % at 9.12 µM; actives 1.4% (n = 640,000); AID 1259422; in the data active = inhibition above about 32%;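 note: 0% = median of test compound wells and 100% = reference inhibitor wells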
Numbers without * were called inactive. This is a random part of the collection; overall some 3.5% were active at least once.

How did COc1cc(C(=O)Nc2ccc3oc(-c4ccc(C(C)(C)C)cc4)nc3c2)cc(OC)c1OC do in these assays?
FBW7 activator: 0.1; GPR151 ag: 0.3; MITF primary: -2; TEAD-YAP inh: 9

What do the screens show for `O=C(Nc1ccc2c(c1)CN(C1CCSCC1)CC2)C1(c2ccccc2)CC1`?
FBW7 activator: 0.0; GPR151 ag: -0.5; MITF primary: -18; TEAD-YAP inh: 1

How did C=CCNC(=O)C(C)N1C(=O)c2ccccc2C1=O (centres undefined) do in these assays?
FBW7 activator: 0.5; GPR151 ag: 2.4; MITF primary: 17; TEAD-YAP inh: -7

Results for O=C(NC1(C(F)(F)F)NC(=O)N(c2ccc(F)c(Cl)c2)C1=O)c1cccs1 (centres undefined) ?
FBW7 activator: 0.5; GPR151 ag: 0.8; MITF primary: 6; TEAD-YAP inh: -2

How did CCOC(=O)C1(Cc2ccccc2Cl)CCN(C(=O)CSC)CC1 do in these assays?
FBW7 activator: -0.1; GPR151 ag: 0.3; MITF primary: 11; TEAD-YAP inh: -69

How did CCCNc1nc(Nc2ccccc2)nc2c1ncn2CCN1CCCC1=O do in these assays?
FBW7 activator: 0.0; GPR151 ag: 0.8; MITF primary: 3; TEAD-YAP inh: -2

Results for COc1ccc(COC(=O)NNC(=O)c2cccc(Cl)c2)cc1 ?
FBW7 activator: 0.0; GPR151 ag: 6.2*; MITF primary: 4; TEAD-YAP inh: 1

Results for CCCc1cc(N2CCN(C(=O)c3ccccc3F)CC2)n2cnnc2n1 ?
FBW7 activator: 0.1; GPR151 ag: -1.9; MITF primary: 5; TEAD-YAP inh: 6

What do the screens show for `N#C/C(=C\c1ccc[nH]1)C(=O)NC1CC1`?
FBW7 activator: 0.0; GPR151 ag: -0.5; MITF primary: 9; TEAD-YAP inh: -18

How did N#Cc1cc(-c2ccnc(Nc3ccc(N)cc3)n2)ccc1N1CCC(O)CC1 do in these assays?
FBW7 activator: -0.3; GPR151 ag: 3.2; MITF primary: 0; TEAD-YAP inh: 28

How did CN1C(=O)c2ccc(Oc3cccc([N+](=O)[O-])c3)cc2C1=O do in these assays?
FBW7 activator: 0.7; GPR151 ag: -1.5; MITF primary: 18; TEAD-YAP inh: 5

How did O=C(CN1CCNCC1)Nc1ccc(F)cc1 do in these assays?
FBW7 activator: -0.1; GPR151 ag: -0.2; MITF primary: 1; TEAD-YAP inh: 4

What do the screens show for `CCOc1cc(S(=O)(=O)NCCN2CCOCC2)c(C)cc1C`?
FBW7 activator: 1.0; GPR151 ag: 0.1; MITF primary: 10; TEAD-YAP inh: -7

How did CC(C)OC(=O)c1c(-c2ccc(Br)cc2)csc1NC(=O)CCC(=O)O do in these assays?
FBW7 activator: 0.0; GPR151 ag: 1.8; MITF primary: -14; TEAD-YAP inh: 3

How did O=[N+]([O-])c1cccc(N(CC(O)CN2CCCC2)S(=O)(=O)c2ccccc2)c1 (centres undefined) do in these assays?
FBW7 activator: 0.0; GPR151 ag: 0.4; MITF primary: 0; TEAD-YAP inh: 6

Results for CC(C)(C)C(=O)COC(=O)/C=C/c1cccc(Cl)c1 ?
FBW7 activator: 0.6; GPR151 ag: -2.4; MITF primary: -2; TEAD-YAP inh: -1

How did Cc1cccc(NC(=O)CC2S/C(=N\N=C\c3cccc(O)c3)NC2=O)c1C (centres undefined) do in these assays?
FBW7 activator: -0.2; GPR151 ag: -0.6; MITF primary: -19; TEAD-YAP inh: 2

Results for CCOC(=O)N1CCN(C(=O)c2ccc3c(=O)n(-c4ccc(F)c(Cl)c4)c(=S)[nH]c3c2)CC1 ?
FBW7 activator: 0.1; GPR151 ag: -0.4; MITF primary: 16; TEAD-YAP inh: -3

What do the screens show for `CCN1CCCC1CNC(=O)c1ccc2c(=O)n(-c3ccccc3)c(=S)[nH]c2c1` (centres undefined)?
FBW7 activator: 0.3; GPR151 ag: 1.9; MITF primary: 12; TEAD-YAP inh: 3

What do the screens show for `CC(=O)c1cccc(NC(=O)c2cnn3c(C(F)(F)F)cc(-c4cccs4)nc23)c1`?
FBW7 activator: 0.2; GPR151 ag: 0.0; MITF primary: -6; TEAD-YAP inh: -4

What do the screens show for `O=C(NCc1ccccc1)C12CC3CC(CC(Br)(C3)C1)C2`?
FBW7 activator: 0.0; GPR151 ag: 1.0; MITF primary: 17; TEAD-YAP inh: -2

What do the screens show for `CC(=O)c1cc2c(cc1NC(=O)c1cc(F)c(F)cc1Cl)OCO2`?
FBW7 activator: 0.0; GPR151 ag: 0.4; MITF primary: 0; TEAD-YAP inh: 3

What do the screens show for `Cc1ncn(-c2ccc(Nc3nccc(NC4CCN(C(=O)OC(C)(C)C)C4)n3)cc2)n1` (centres undefined)?
FBW7 activator: 0.1; GPR151 ag: 0.7; MITF primary: 7; TEAD-YAP inh: 46*

How did COc1cc2[nH]c(=S)n(CCN3CCCCC3C)c(=O)c2cc1OC (centres undefined) do in these assays?
FBW7 activator: -0.1; GPR151 ag: -1.1; MITF primary: 19; TEAD-YAP inh: -2

What do the screens show for `Cc1nc(N2CCN(c3ccccn3)CC2)c2c(C)c(C(=O)N3CCC(Cc4ccccc4)CC3)sc2n1`?
FBW7 activator: -0.3; GPR151 ag: -1.3; MITF primary: 1; TEAD-YAP inh: 11

Results for O=C(Cc1csc(SCc2ccc(Br)cc2)n1)NCc1ccccn1 ?
FBW7 activator: -0.2; GPR151 ag: -0.3; MITF primary: 17; TEAD-YAP inh: 6

How did O=C(NCc1ccc(F)cc1)c1cnc2n(c1=O)CCS2 do in these assays?
FBW7 activator: 0.4; GPR151 ag: 0.0; MITF primary: -11; TEAD-YAP inh: -3

Results for N#Cc1c(-c2ccccc2)nc(SCC(=O)Nc2ccc(S(N)(=O)=O)cc2)[nH]c1=O ?
FBW7 activator: 0.2; GPR151 ag: -0.1; MITF primary: 17; TEAD-YAP inh: 8

What do the screens show for `O=C(NCCn1cc(SCC(=O)N2CCc3ccccc32)c2ccccc21)c1cccs1`?
FBW7 activator: -0.3; GPR151 ag: 1.1; MITF primary: -4; TEAD-YAP inh: -1

What do the screens show for `COc1ccc(OC)c(NC(=O)CC(Cc2ccc(Cl)cc2)C(=O)O)c1` (centres undefined)?
FBW7 activator: 0.1; GPR151 ag: 5.2*; MITF primary: 8; TEAD-YAP inh: 6

Results for O=C(CSc1nc2ccc(N3C(=O)c4ccccc4C3=O)cc2s1)c1ccc(-c2ccccc2)cc1 ?
FBW7 activator: 0.4; GPR151 ag: -0.6; MITF primary: 5; TEAD-YAP inh: 8

What do the screens show for `COc1ccc(/C=C(\NC(=O)c2ccccc2)C(N)=O)cc1`?
FBW7 activator: 0.5; GPR151 ag: 0.6; MITF primary: 4; TEAD-YAP inh: -13

How did COc1ccc(Cc2nnc3sc(-c4ccccc4)nn23)cc1 do in these assays?
FBW7 activator: 0.1; GPR151 ag: 0.3; MITF primary: 20; TEAD-YAP inh: -5

What do the screens show for `Cc1cc(N2CCCC(C(=O)Nc3cccc(Cl)c3)C2)n2ncnc2n1` (centres undefined)?
FBW7 activator: -0.1; GPR151 ag: -1.1; MITF primary: -8; TEAD-YAP inh: -9

How did CCCc1nnc(SCC(=O)Nc2nnc(CC)s2)n1CC1CCCO1 (centres undefined) do in these assays?
FBW7 activator: 0.1; GPR151 ag: -0.1; MITF primary: 14; TEAD-YAP inh: -13

What do the screens show for `COc1ccc(Cl)cc1C1=N/C(=C\c2ccc3c(c2)OCO3)C(=O)O1`?
FBW7 activator: 0.4; GPR151 ag: -0.6; MITF primary: -3; TEAD-YAP inh: 3

How did O=C(O)CSc1nnc(Cn2c(=O)sc3ccccc32)n1CCc1ccccc1 do in these assays?
FBW7 activator: -0.1; GPR151 ag: -0.4; MITF primary: -5; TEAD-YAP inh: -13

How did CN1C(=O)/C(=c2\sc3nc(-c4cccs4)nn3c2=O)c2ccccc21 do in these assays?
FBW7 activator: 0.0; GPR151 ag: -0.6; MITF primary: 5; TEAD-YAP inh: 8

Results for CN(C)CCNC(=O)Cn1ncc2c1-c1ccccc1OC2 ?
FBW7 activator: 0.2; GPR151 ag: -0.3; MITF primary: 19; TEAD-YAP inh: -6

How did CN(C)S(=O)(=O)N1CCc2ccc(NC(=O)c3ccccn3)cc2C1 do in these assays?
FBW7 activator: 0.1; GPR151 ag: -3.7; MITF primary: -12; TEAD-YAP inh: 6

What do the screens show for `CCCOC(=O)C1=C(C)NC2=C(C(=O)CC(C)(C)C2)C1c1ccccc1OCc1ccccc1` (centres undefined)?
FBW7 activator: 0.3; GPR151 ag: -0.4; MITF primary: -13; TEAD-YAP inh: 3

What do the screens show for `COc1cccc(O)c1CN1CCN(C2CCCCC2)C(CCO)C1` (centres undefined)?
FBW7 activator: -0.1; GPR151 ag: 0.4; MITF primary: -17; TEAD-YAP inh: -4

How did N#Cc1c(N2CCN(C(=S)NCc3ccccc3)CC2)nc(-c2ccco2)c2c1CCCC2 do in these assays?
FBW7 activator: 0.4; GPR151 ag: -0.2; MITF primary: 10; TEAD-YAP inh: -5

Results for O=C(O)/C=C\C(=O)Nc1cccc(NC(=O)c2cccs2)c1 ?
FBW7 activator: 1.0; GPR151 ag: -0.6; MITF primary: 8; TEAD-YAP inh: -11

Results for Cc1cc(OCC(O)CN2CCCC2)cc(C)c1Cl (centres undefined) ?
FBW7 activator: -0.1; GPR151 ag: 1.9; MITF primary: -7; TEAD-YAP inh: 9

Molecules from the list above with fluorine, in the order listed:
Results for O=C(NC1(C(F)(F)F)NC(=O)N(c2ccc(F)c(Cl)c2)C1=O)c1cccs1 (centres undefined) ?
FBW7 activator: 0.5; GPR151 ag: 0.8; MITF primary: 6; TEAD-YAP inh: -2

Results for CCCc1cc(N2CCN(C(=O)c3ccccc3F)CC2)n2cnnc2n1 ?
FBW7 activator: 0.1; GPR151 ag: -1.9; MITF primary: 5; TEAD-YAP inh: 6

How did O=C(CN1CCNCC1)Nc1ccc(F)cc1 do in these assays?
FBW7 activator: -0.1; GPR151 ag: -0.2; MITF primary: 1; TEAD-YAP inh: 4

Results for CCOC(=O)N1CCN(C(=O)c2ccc3c(=O)n(-c4ccc(F)c(Cl)c4)c(=S)[nH]c3c2)CC1 ?
FBW7 activator: 0.1; GPR151 ag: -0.4; MITF primary: 16; TEAD-YAP inh: -3

What do the screens show for `CC(=O)c1cccc(NC(=O)c2cnn3c(C(F)(F)F)cc(-c4cccs4)nc23)c1`?
FBW7 activator: 0.2; GPR151 ag: 0.0; MITF primary: -6; TEAD-YAP inh: -4

What do the screens show for `CC(=O)c1cc2c(cc1NC(=O)c1cc(F)c(F)cc1Cl)OCO2`?
FBW7 activator: 0.0; GPR151 ag: 0.4; MITF primary: 0; TEAD-YAP inh: 3

How did O=C(NCc1ccc(F)cc1)c1cnc2n(c1=O)CCS2 do in these assays?
FBW7 activator: 0.4; GPR151 ag: 0.0; MITF primary: -11; TEAD-YAP inh: -3

(cont.)
How did COc1ccc(S(=O)(=O)N(CC(N)=O)Cc2ccccc2)cc1OC do in these assays?
FBW7 activator: 0.5; GPR151 ag: -1.7; MITF primary: -7; TEAD-YAP inh: -6

How did O=C(OCCOc1cccc(Br)c1)c1ccc(O)cc1O do in these assays?
FBW7 activator: 0.0; GPR151 ag: -1.4; MITF primary: 1; TEAD-YAP inh: -21

What do the screens show for `CN1C2=C(C(=O)CC(C)(C)C2)C(c2ccccc2OCc2ccc(F)cc2)C2=C1CC(C)(C)CC2=O`?
FBW7 activator: -0.1; GPR151 ag: 2.4; MITF primary: 0; TEAD-YAP inh: -1

What do the screens show for `O=C(COC(=O)C1CC(=O)N(C2CCCCC2)C1)c1ccc(F)cc1` (centres undefined)?
FBW7 activator: 0.1; GPR151 ag: 0.0; MITF primary: -9; TEAD-YAP inh: -10

What do the screens show for `COc1ccc(C2C(C(=O)OCc3ccccc3)=C(C)NC(C)=C2C(=O)OCc2ccccc2)cc1OC`?
FBW7 activator: 0.2; GPR151 ag: -0.8; MITF primary: 14; TEAD-YAP inh: 1

How did CCNc1nc(NC(C)C)nc(NS(=O)(=O)c2ccc(N)cc2)n1 do in these assays?
FBW7 activator: 0.1; GPR151 ag: 1.8; MITF primary: 6; TEAD-YAP inh: -2

How did O=C(c1coc2ccc(O)c(CN3CCOCC3)c12)C1CC1 do in these assays?
FBW7 activator: 0.0; GPR151 ag: 1.8; MITF primary: 6; TEAD-YAP inh: 8

What do the screens show for `CCSc1nnc(NC(=O)c2cccs2)s1`?
FBW7 activator: 0.0; GPR151 ag: -0.4; MITF primary: -19; TEAD-YAP inh: -23

How did O=C(O)CS/C(=C\c1ccco1)c1nc2ccccc2s1 do in these assays?
FBW7 activator: -0.1; GPR151 ag: -1.6; MITF primary: 14; TEAD-YAP inh: 1

What do the screens show for `Nc1n[nH]c(CCN2C(=O)c3ccccc3C2=O)n1`?
FBW7 activator: 0.1; GPR151 ag: 0.3; MITF primary: -3; TEAD-YAP inh: 13

How did CCc1ccc2oc(-c3cc(NC(=O)c4cccc(F)c4)ccc3Cl)nc2c1 do in these assays?
FBW7 activator: 0.0; GPR151 ag: 0.5; MITF primary: 3; TEAD-YAP inh: -8

How did COc1ccc(-c2noc(-c3nnn(-c4ccc(OC)c(OC)c4)c3N)n2)cc1 do in these assays?
FBW7 activator: 0.0; GPR151 ag: -0.2; MITF primary: -1; TEAD-YAP inh: 1

What do the screens show for `CC(NS(=O)(=O)c1ccc2ccccc2c1)C1CC2CCC1C2` (centres undefined)?
FBW7 activator: -0.1; GPR151 ag: 0.4; MITF primary: 1; TEAD-YAP inh: 6

How did CCOC(=O)c1cc(S(=O)(=O)NC(CC)c2cccs2)cn1C (centres undefined) do in these assays?
FBW7 activator: -0.1; GPR151 ag: 1.3; MITF primary: -1; TEAD-YAP inh: -3

What do the screens show for `CCOC(=O)N1CCC(Nc2nc(NCCC3=CCCCC3)nc(N3CCOCC3)n2)CC1`?
FBW7 activator: -0.1; GPR151 ag: -0.7; MITF primary: -12; TEAD-YAP inh: -7

High-throughput results as filed in PubChem.
